Screens from PubChem.
MDM2 E3 inh: inhibitors of human Mdm2 E3 ubiquitin ligase; cell-based MDM2 ubiquitination luciferase reporter, 2 h; 0 = plate control, 100 = twice control, blank-subtracted; 210,000 compounds, 0.11% hits; signal enhancement, % at 5 µM;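 active = signal enhancement of 30% or more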;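 also: luminescence tracks abundance of the self-degrading MDM2-luciferase fusion protein; higher signal means inhibition of MDM2 E3 ligase activity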
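Material: stable MDM2–luciferase fusion reporter cells / Quantity: 2000 cells/well / Dosing: single 5 µM compound dose, 0.2% final DMSO / Buffer or medium: DMEM / Schedule: 4 h cell settling then 2 h compound exposure, 37 °C / Detection: luminescence with SteadyLite reagent, 15 min at room temperature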
Ba/F3 V617F tox: lowers viability of Ba/F3 cells expressing EpoR and JAK2V617F. 220,000 compounds, 1.1% hits. inhibition, % at 5.6 µM. ATP luminescence;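 active = inhibition above the campaign mean plus 3 SD over all tested compounds, cut at about 24% in these data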;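 also: cytokine-independent growth of Ba/F3 cells driven by EpoR plus mutant JAK2; 0% = DMSO-treated cells and 100% = JAK inhibitor I control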
S1P4 antag: human S1P4 receptor antagonism | O95977 | S1P4-expressing cells, antagonist mode, reporter read-out | inhibition, % at 4.98 µM | 220,000 compounds, 0.26% hits; in the data active = inhibition above about 29%;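 also: 0% = wells stimulated with agonist and 100% = vehicle wells without agonist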
S1P4 agonist: activates the human S1P4 receptor; O95977; AID 1509; 220,000 compounds, 0.35% hits; activation, % at 4.98 µM; S1P4-expressing cell line, agonist reporter assay; in the data active = activation above about 11%;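 also: 0% = DMSO vehicle and 100% = reference agonist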
BaF3 parental: parental Ba/F3 viability inhibition as JAK2V617F counter-screen; CellTiter-Glo ATP luminescence; inhibition, % at 5.6 µM; 220,000 compounds, 1.1% hits; AID 1486;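 active = inhibition above a per-campaign cutoff, the mean inhibition of all tested compounds plus 3 SD, cut at about 27% in these data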;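 also: 0% = DMSO wells and 100% = JAK Inhibitor I control wells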
Wee1 stabilizer: blocks degradation of human Wee1 kinase | P30291 | HeLa Luc-Wee1K328M stability, luciferase luminescence; 100% = proteasome inhibitor MG132 effect | reporter increase, % at 5 µM | 220,000 compounds, 1.2% hits;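 active = activation above the mean of all tested compounds plus 3 SD, set per screening run, cut at about 8.8% in these data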;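 also: cells exposed to compound for 20 h before luminescence read; 0% = DMSO alone and 100% = MG132 at 30 µM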
eIF4E-4G inh: inhibitors of eIF4E and eIF4G interaction in translation initiation; 220,000 compounds, 0.37% hits; TR-FRET eIF4E-eIF4GI(517-606) binding, 2 h; AID 782; inhibition, % at 21.7 µM; P63073+Q04637;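 active = inhibition above about 30%, limit read from the data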;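 also: 0% = full FRET control wells and 100% = background wells lacking eIF4GI fragment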
NPY2 pot ag: human NPY-Y2 potentiation or agonism, primary screen; P49146; cells expressing NPY-Y2, potentiator/agonist read-out; activation, % at 3.6 µM; 220,000 compounds, 0.45% hits; in the data active = activation above about 27%;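 also: cells stimulated with NPY near EC25 plus isoproterenol at EC100; 0% = vehicle plus submaximal agonist and 100% = vehicle plus saturating agonist; some results beyond the cut were filed as inactive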
PERK inh: human PERK inhibition, primary cell-based screen; Q9NZJ5; CHO PERK-DD fusion, SEAP luminescence translation reporter; inhibition, % at 5.6 µM; 220,000 compounds, 0.17% hits; AID 1416;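 active = inhibition above the mean inhibition of all tested compounds plus 3 SD, set separately per screening campaign, cut at about 2.9% in these data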;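 also: PERK kinase domain activated by AP20187 dimerizer at 100 nM; 0% = DMSO with dimerizer and 100% = rapamycin at 8.4 µM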
Target sequence (Q9NZJ5 whole entry, looked up, the tested form may be a part): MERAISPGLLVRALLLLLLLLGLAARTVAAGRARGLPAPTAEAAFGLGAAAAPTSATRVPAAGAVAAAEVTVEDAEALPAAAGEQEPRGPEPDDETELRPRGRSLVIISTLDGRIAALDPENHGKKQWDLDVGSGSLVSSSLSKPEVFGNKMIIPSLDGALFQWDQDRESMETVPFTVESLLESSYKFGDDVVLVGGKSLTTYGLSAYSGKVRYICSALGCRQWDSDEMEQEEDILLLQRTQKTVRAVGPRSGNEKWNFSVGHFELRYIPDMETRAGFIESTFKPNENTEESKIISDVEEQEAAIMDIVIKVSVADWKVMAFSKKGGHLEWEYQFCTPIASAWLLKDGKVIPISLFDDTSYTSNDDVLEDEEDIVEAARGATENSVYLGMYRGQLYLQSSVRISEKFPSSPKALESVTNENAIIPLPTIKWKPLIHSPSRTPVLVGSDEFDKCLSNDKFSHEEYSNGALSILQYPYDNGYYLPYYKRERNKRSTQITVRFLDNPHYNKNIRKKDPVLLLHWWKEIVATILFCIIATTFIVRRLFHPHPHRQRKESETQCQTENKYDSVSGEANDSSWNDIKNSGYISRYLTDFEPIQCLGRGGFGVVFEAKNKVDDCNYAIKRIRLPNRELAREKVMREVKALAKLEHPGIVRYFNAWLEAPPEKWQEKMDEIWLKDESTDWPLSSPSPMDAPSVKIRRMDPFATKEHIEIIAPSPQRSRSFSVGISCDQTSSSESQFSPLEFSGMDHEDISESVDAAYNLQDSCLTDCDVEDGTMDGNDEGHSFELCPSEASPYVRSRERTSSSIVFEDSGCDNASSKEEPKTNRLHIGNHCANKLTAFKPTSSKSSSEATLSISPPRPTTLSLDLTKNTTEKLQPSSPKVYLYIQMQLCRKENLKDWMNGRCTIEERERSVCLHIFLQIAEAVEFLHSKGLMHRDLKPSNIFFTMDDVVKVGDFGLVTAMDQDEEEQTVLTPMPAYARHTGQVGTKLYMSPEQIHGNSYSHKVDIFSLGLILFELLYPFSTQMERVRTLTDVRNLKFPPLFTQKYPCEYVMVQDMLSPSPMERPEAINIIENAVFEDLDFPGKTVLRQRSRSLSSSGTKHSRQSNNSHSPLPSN
Numbers without * were called inactive; · = not tested or not shown; [ ] = another dose, or the depositor's remark. An unsorted share of the library. About 4.1% of those tested had a hit in this group.

SMILES,MDM2 E3 inh,Ba/F3 V617F tox,S1P4 antag,S1P4 agonist,BaF3 parental,Wee1 stabilizer,eIF4E-4G inh,NPY2 pot ag,PERK inh
Cc1ccc(S(=O)(=O)N2CCCC(C(=O)NCC3COCCO3)C2)cc1 (stereo not drawn),5,-4,3,-0.7,9,-4,3,11,1.5
COCCCNC(=O)CN(C1CCCCC1)S(=O)(=O)c1ccc(C)cc1,-3,2,5,1.9,3,-2,-1,-12,-0.7
O=C(Nc1cccc(-c2cc3ccccc3oc2=O)c1)c1ccc(Br)o1,·,2,-12,-3.1,7,-2,-3[fluorescence artefact?],-10,0.7
Cc1csc(NC(=O)CN(C)S(=O)(=O)c2cccc3cccnc23)n1,-18,2,-3,1.1,3,-2,0,1,-1.0
Cc1cccc(CCN=c2c([N+](=O)[O-])nn(-c3ccccc3)n2O)c1,-18,5,-12,1.4,8,-2,0,-18,-0.3
O=C(Cc1ccc(Cl)cc1)Nc1ccc(N2CCN(C(=O)c3ccco3)CC2)c(Cl)c1,5,5,-11,3.0,3,2,4,-15,-2.0
c1csc(-c2cnc3n2CCCC3)c1,·,-4,-2,-1.2,1,2,·,5,0.7
CCC(C)N1CCN(C(=O)c2cccs2)CC1 (stereo not drawn),-10,-4,-6,1.4,-2,-1,0,1,0.9
CCOc1cc(C2NC(=S)NC(C)=C2C(=O)Nc2ccccc2)ccc1O (stereo not drawn),·,0,-14,0.2,1,2,-3,18,2.3
COc1ccc([N+](=O)[O-])cc1NC(=O)CSCc1ccccc1,-10,-3,-39,0.7,3,-3,8,-7,-0.4
O=C1CN(S(=O)(=O)c2ccc(Cl)cc2C(F)(F)F)CCN1,-5,-3,-5,0.5,3,-3,1,7,1.1
O=C(/C(=C\c1ccccc1)c1nc2ccccc2[nH]1)c1ccc(Cl)cc1,-14,-2,-7,1.2,1,0,-4,11,-0.2
CCOc1cc(/C=N/NC(=O)c2cccnc2)ccc1OC(=O)c1ccco1,-2,-1,0,1.5,6,1,3,14,0.6
CCCCOP(=O)(c1ccc(N(C)C)cc1)C(O)c1ccccc1F (stereo not drawn),4,-1,8,1.8,2,-2,-1,5,0.5
COC(=O)c1ccc(Cn2nc(C)c(Br)c2C)cc1,-11,-4,0,-3.0,0,-3,2,13,0.5
CC1CN(C)C(c2ccccc2)C(C)C12NC(=O)NC2=O (stereo not drawn),-3,-1,-4,1.6,-2,-1,1,-2,1.0
O=C(O)CCn1cc(/C=C2\SC(=S)NC2=O)c(-c2ccccc2)n1,-13,3,-8,-0.4,4,13*,4,-9,0.8
O=C(Nn1cc(C(=O)Nc2ccc(F)cc2F)c2ccccc2c1=O)c1cnccn1,-7,-2,-7,1.1,3,3,3,9,0.0
Cc1ccc(NC(=O)COC(=O)[C@H](C)NC(N)=O)c(C)c1,-6,0,-10,1.9,5,-4,5,-3,1.5
CC1(C(=O)OCC(=O)Nc2ccccc2Cl)CC1(Cl)Cl (stereo not drawn),16,-2,-2,0.5,3,-2,0,-15,1.6
Cc1cc(C(C)(C)C)cc(C)c1CC1=NCCN1,·,-1,-2,-2.3,2,-3,1,-8,1.3
O=CNC1CCCc2c1[nH]c1ccc(Cl)cc21 (stereo not drawn),-2,-3,-15,-0.2,2,0,-2,-5,0.7
CCOC(=O)CSc1nc2cccnc2n1C,-9,0,-7,1.6,5,-2,4,-12,0.5
CC1(C)CC2CC(C)(CN2/C=C2/CCCCC2=O)C1 (stereo not drawn),·,-5,-25,0.8,-7,-1,-7,3,0.5
Cn1c(=O)c2c(ncn2CC(O)CNc2ccc(Br)cc2)n(C)c1=O (stereo not drawn),-21,-1,-18,1.0,7,1,2,6,-0.1
C#CCOC(=O)C[N+](C)(C)C/C=C/c1ccccc1,-11,4,-16,-0.7,3,-2,-1,-12,1.1
Cc1[nH]c2ccccc2c1C(=O)CSc1nc2ccccc2c(=O)n1-c1ccccc1F,·,-2,-3,-2.2,-1,-2,-2,-22,0.4
Cc1cc(NC(=O)COC(=O)c2ccc(NS(=O)(=O)c3ccc(C)c(C)c3)cc2)no1,7,3,-7,-3.7,1,-3,1,-7,-1.1
CCOC(=O)c1c(NC(=O)COc2cccc3c2CCN(C)C3=O)sc2c1CCC2,-2,-2,-18,1.9,6,-1,7,7,-0.3
O=C(c1nc2nc(-c3cccs3)cc(C(F)(F)F)n2n1)N1CCN(Cc2ccccc2)CC1,-6,-2,-13,-0.1,3,8,1,0,-0.3
COc1ccc2[nH]c3c(NCCN(C(C)C)C(C)C)ncnc3c2c1,-15,-1,-7,-0.8,3,2,2,17,-1.3
NC1=NC(=O)CC(C(=O)Nc2cccc3ccccc23)S1 (stereo not drawn),-6,-8,6,-0.3,-1,0,-3,5,0.8
Cc1ccc(NC(=O)CSc2nnc(CNC(=O)c3c(F)cccc3Cl)o2)cc1,-2,-1,-11,-1.6,5,-1,-1,10,0.7
COc1ccc2nc(Nc3nc4ccc(NC(C)=O)cc4s3)sc2c1,8,-4,-22,1.3,2,10*,22[fluorescence artefact?],-4,0.2
N#CCC(=O)Nc1ccc(C(=O)OCC(=O)Nc2cccc(C(F)(F)F)c2)cc1,4,-3,-18,0.0,3,2,-2,8,-0.4
COc1ccc(N2CCN(/C(=N\S(=O)(=O)c3ccccc3)Nc3nc(C)cc(C)n3)CC2)cc1,-8,3,-26,0.5,6,2,5,-15,-0.5
Cn1c(=O)c(C(=O)NCCO)c(O)c2ccccc21,7,-2,1,5.3,4,0,1,20,0.0
CN(C)CCN1C(=O)C(=O)/C(=C(/O)c2ccccc2)C1c1ccccc1F (stereo not drawn),-4,0,3,-0.9,7,1,2,2,0.8
COc1cc(-c2cc(C(F)(F)F)n3ncc(C(=O)O)c3n2)cc(OC)c1OC,3,-3,-5,1.3,2,1,-8,23,-0.3
CCCOc1ccc(-c2nnn(CC(=O)OCC)n2)cc1,-19,-2,-11,0.4,2,-4,-6,2,1.4
CCOC(=O)c1cnc(-n2[nH]c(C)c(Cc3ccccc3)c2=O)[nH]c1=O,-22,0,-6,-0.6,1,0,-1,-7,0.7
Cc1ccc(NC(=S)NC(=O)c2ccc(F)cc2)cc1S(=O)(=O)Nc1cccc(Cl)c1,0,3,8,1.4,7,-1,-7,-11,0.3
Cc1ccc(Nc2nnc(SC/C(O)=C(\C#N)c3nc4ccccc4[nH]3)s2)c(C)c1,5,-4,-1,-1.9,-2,0,-8[fluorescence artefact?],-2,1.3
C/C(N)=C(/C#N)C(=O)COC(=O)c1cc(-c2cccc(Br)c2)nc2ccccc12,-21,-1,-26,1.2,3,-3,3,-9,2.3
CC(C)CNC(=S)N(Cc1ccco1)Cc1cc2cc3c(cc2[nH]c1=O)OCCO3,-3,-4,-7,0.7,-1,-1,-2[fluorescence artefact?],14,-0.5
Cc1ccccc1N=C/C=C1\N(C)c2ccccc2C1(C)C,-5,1,-2,-0.3,48*,-2,-9,-2,0.9
CCCC(=O)Nc1ccccc1N1CCN(C(=O)c2ccccc2)CC1,-13,7,-1,0.8,5,0,-3,15,-0.7
COCCn1nnnc1C(c1cc2cc(OC)c(OC)cc2[nH]c1=O)N1CCN(c2ccc(O)cc2)CC1 (stereo not drawn),3,6,-3,0.7,10,-1,3,-3,-0.3
CCCCCCCCCC[n+]1cccc(C(=O)N(CC)CC)c1,8,6,-3,0.1,12,2,4[fluorescence artefact?],0,-0.2
COc1cc(/C=N/NC(=O)C(Cc2c[nH]c3ccccc23)NC(=O)OCc2ccccc2)cc([N+](=O)[O-])c1O (stereo not drawn),-3,0,-62,0.2,3,2,3[fluorescence artefact?],9,0.4
C/C(Cc1ccccc1)=N/NC(=O)CCCC(=O)N/N=C(/C)Cc1ccccc1,14,1,-7,1.1,15,2,1,0,0.6
O=C(CSc1nnc(-c2ccc(Cl)cc2)n1Cc1ccco1)NCc1ccc2c(c1)OCO2,-6,0,-3,-0.6,6,-1,-2,-18,-1.1
COc1ccc(CNC(=O)COC(=O)C2CCN(S(=O)(=O)c3ccccc3C(F)(F)F)CC2)cc1,0,-3,-21,1.0,2,1,3,-8,1.0
CCCCCCNC(=O)c1c(O)c2cccc3c2n(c1=O)CCC3,-8,-2,-1,2.1,-4,0,0,-1,1.4
COc1ccc(NC(=O)CSc2nc3c(c(=O)n2-c2ccc(C)cc2)SCC3)c(OC)c1,11,1,-11,1.4,7,1,2,6,0.1
CC1CN(C(=O)CN2C(=O)NC(C)(c3ccccc3)C2=O)CC(C)O1 (stereo not drawn),-11,-5,-15,-0.8,-4,0,0[fluorescence artefact?],0,0.6

Carrying on:
SMILES,MDM2 E3 inh,Ba/F3 V617F tox,S1P4 antag,S1P4 agonist,BaF3 parental,Wee1 stabilizer,eIF4E-4G inh,NPY2 pot ag,PERK inh
O=C(CNC(=O)c1ccc(Br)cc1)NCC(=O)OCC(=O)c1ccc([N+](=O)[O-])cc1,-14,3,-13,-0.7,3,-3,3,-7,0.5
COCCn1c(SCC(=O)Nc2cccc(C)c2)nnc1C(C)C,-22,-3,14,0.3,-1,-1,-6,3,-0.4
COCCNC(=O)Cn1c(=O)n(Cc2ccc(C(=O)NCc3ccco3)cc2)c(=O)c2ccccc21,3,3,11,1.2,8,-1,7,-13,0.4
COc1cccc(NC2=C(Cl)C(=O)OC2OC(=O)c2ccco2)c1 (stereo not drawn),-4,-1,-4,1.1,-5,-1,2,17,0.6
CCOC(=O)c1c(C)[nH]c(C(=O)COC(=O)c2cnc(C)cn2)c1C,-9,-2,1,1.9,-1,-3,1,0,-0.1
Cc1nc2ccccc2n1CC(=O)NCCN1CCCC1,2,1,-22,-0.8,2,-1,2,-4,0.6
CCCCCCCCCCNC(=O)C(=O)Nc1ccccn1,-8,1,-10,3.8,4,1,1,-18,-1.1
O=C(N/N=C\c1ccc(Cl)s1)C1COc2ccccc2O1 (stereo not drawn),-4,1,-68,-1.1,-3,6,-5,-4,1.8
COc1ccc(OC)c(-n2c(-c3cc(-c4ccc(F)cc4)n[nH]3)n[nH]c2=S)c1,-5,-5,-1,-0.6,0,2,-7[fluorescence artefact?],2,1.1
CC(C)CNS(=O)(=O)c1ccc(CCC(=O)N2CCC(C(N)=O)CC2)cc1,-17,-2,-7,0.1,-1,-1,1,0,0.9
CC(=NCCN1CCN(C(C)=C2C(=O)c3ccccc3C2=O)CC1)C1=C(O)CC(C)(C)CC1=O,23,-1,-33,0.5,4,-1,2,-3,0.7
Cc1cc(C)nc(N2CCCC(C(=O)NC3CCCC3)C2)n1 (stereo not drawn),·,-3,-28,-2.7,0,2,-6,-11,-1.0
CC(C)C(=O)Nc1sc2c(c1-c1nc3ccccc3[nH]1)CCCC2,-44,-2,-14,-2.2,10,-2,-11,12,-0.3
